High-throughput results deposited in PubChem BioAssay by National Center for Advancing Translational Sciences (NCATS).
ERG-DNA inh = qHTS for Small Molecule Inhibitors of the ERG Ets/DNA interaction. Transcriptional regulator ERG (Homo sapiens), P11308. fluorescence polarization, His-ERG Ets domain / labelled DNA. Potency, µM (top dose mostly 76.9 µM), for inactives: at the top dose FP activity, negative = inhibition, most hits filed as inhibitors. 370,000 compounds, 0.028% hits; active = well fitted inhibition curve with a large enough effect in the polarisation, with a control signal flat; inconclusive = small, poorly fitted or top-dose-only effect, or effect the other way, or a change in a side signal; inactive = no such curve, though single readings can be large or run the other way; the % refers to the polarisation;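 also: polarization taken with two DNA probes labelled with fluorescein and Texas red; potency is read from the fitted curve at half-maximal effect; % of control where 0% means no effect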
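His-tagged ERG Ets domain (1 uM in the protein solution; 300mM KCl, 50mM Tris-HCl, 1mM EDTA, 1mM DTT, pH 7.5) received compound, then a probe mix of 5 nM fluorescein-DNA and 100nM Texas-615-DNA. Fluorescence polarization was read for both dyes.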
JMJD2A Tudor inh = qHTS Assay for Inhibitors of JMJD2A-Tudor Domain | Potency, µM (titrated, usually from 114 µM), for inactives: at the top dose activity change, negative = inhibition, usual class: inhibitors | AID 504339, 2011 | AlphaScreen JMJD2A-Tudor / H3K4me3 peptide binding | 390,000 compounds, 4.4% hits; also: potency is read from the fitted curve at half-maximal effect; % is scaled to controls: 0 for no effect and ±100 for the full control effect; nearly all actives have a fitted effect of over 50% in size
G9a inh = qHTS Assay for Inhibitors of Histone Lysine Methyltransferase G9a; Potency, µM (series often up to 102 µM), for the others: at the highest dose activity, negative = inhibition, most hits filed as inhibitors; G9a H3K9 monomethylation, AlphaScreen, 2 h; Histone-lysine N-methyltransferase EHMT2 (Homo sapiens), Q96KQ7; 350,000 compounds, 8.8% hits; also: potency is read from the fitted curve at half-maximal effect; % is scaled to controls: 0 for no effect and ±100 for the full control effect; nearly all actives have a fitted effect of over 75% in size
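Methyltransferase reactions run at room temperature for 2 h (20 nM enzyme, 500 nM biotin-H3K9 peptide, 20 uM SAM) after a 15 min compound preincubation; product detected by AlphaScreen beads and anti-H3K9me1 antibody.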
RGS4 inhibitor = Inhibitors of Regulator of G Protein Signaling (RGS) 4: qHTS | Potency, µM (top dose mostly 114 µM), without a hit: top-dose activity change, negative = inhibition, hits mostly inhibitors | 390,000 compounds, 0.039% hits | Transcreener GDP fluorescence polarization, RGS4-accelerated GTP hydrolysis; also: potency is read from the fitted curve at half-maximal effect; % is scaled to controls: 0 for no effect and ±100 for the full control effect; nearly all actives have a fitted effect of over 75% in size; some results filed as inactive show a strong effect at the top dose
Target sequence (P49798 whole entry, looked up): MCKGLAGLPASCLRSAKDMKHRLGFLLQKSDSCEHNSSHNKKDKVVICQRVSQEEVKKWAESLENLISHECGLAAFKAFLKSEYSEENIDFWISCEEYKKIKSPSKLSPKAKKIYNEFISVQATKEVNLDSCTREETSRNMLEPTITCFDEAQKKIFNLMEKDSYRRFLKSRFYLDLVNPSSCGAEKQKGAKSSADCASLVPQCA
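MLSMR compounds (23 nl, pin-transferred) preincubated 10 min at room temperature with a 500nM (2x) first reagent, then RGS4 at 900nM (2x) plus Transcreener GDP mix added; fluorescence polarization (620/688 nm) read before and after 90 min at 30 °C.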
GLS inhibitor = qHTS for Inhibitors of Glutaminase (GLS); Potency, µM (doses to about 45.5 µM), without a hit: at the top dose activity change, negative = inhibition, most hits filed as inhibitors; GLS enzymatic activity, qHTS titration; Glutaminase kidney isoform, mitochondrial (Homo sapiens), O94925; AID 624170, 2012; 410,000 compounds, 0.21% hits; also: potency is read from the fitted curve at half-maximal effect; % is scaled to controls: 0 for no effect and ±100 for the full control effect
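Read-out is an Amplex red fluorescence increase coupled through glutamate oxidase and HRP, measured before and after 30 min room-temperature incubation. hKGA is in 45 mM KH2PO4 (pH 8.2) with 0.02% Tween-20; glutamine added as 1mM solution.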
HP1b chromo inh = HTS for Inhibitors of HP1-beta Chromodomain Interactions with Methylated Histone Tails. Chromobox protein homolog 1 (Homo sapiens), P83916. AlphaScreen HP1-beta / biotin-H3K9me3 peptide binding. Potency, µM (doses to about 114 µM), for inactives: top-dose activity change, negative = inhibition, most hits filed as inhibitors. 390,000 compounds, 0.56% hits. AID 540317, 2011; also: potency is read from the fitted curve at half-maximal effect; nearly all actives have a fitted effect of over 70% in size; inactives centre near 23
Target sequence (P83916 whole entry, looked up): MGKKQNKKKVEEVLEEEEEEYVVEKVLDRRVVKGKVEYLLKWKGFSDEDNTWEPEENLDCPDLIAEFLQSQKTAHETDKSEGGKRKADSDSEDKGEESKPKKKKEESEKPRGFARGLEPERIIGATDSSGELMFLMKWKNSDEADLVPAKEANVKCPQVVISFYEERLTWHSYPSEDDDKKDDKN
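AlphaScreen: HP1-beta (50 nM) preformed 30 min with biotin-H3(1-18)K9me3 peptide (50 nM) in PBS pH 7.4, 0.01% Tween-20. Compound added for 30 min at RT, then streptavidin donor/nickel chelate acceptor beads (10 ug/mL) for 30 min.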
BAZ2B block = qHTS Assay for Inhibitors of BAZ2B. 360,000 compounds, 4.4% hits. Potency, µM (doses to about 114 µM), inactives show at the highest dose activity change, negative = inhibition, usual class: inhibitors. AlphaScreen BAZ2B-H3K14Ac peptide displacement. AID 504333, 2011. Bromodomain adjacent to zinc finger domain protein 2B (Homo sapiens), Q9UIF8; also: potency is read from the fitted curve at half-maximal effect; % is scaled to controls: 0 for no effect and ±100 for the full control effect; nearly all actives have a fitted effect of over 60% in size
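Protein-peptide AlphaScreen: BAZ2B 50 nM, b-H3K14Ac 50 nM, 1x PBS pH 7.4 + 0.01% Tween-20. Preincubation 30 min RT; cpd 30 min RT (top 110 uM); beads 20 min RT, light-protected.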
PI4K2A inh = qHTS for small molecular inhibitors of PI4K2A; Phosphatidylinositol 4-kinase type 2-alpha (Homo sapiens), Q9BTU6; purified PI4K2A, ADP-Glo luminescence, 1 h; hits give low values; activity change, negative = inhibition, % at 76.9 µM; 420,000 compounds, 0.13% hits; AID 1346378, 2018; in the data active = activity change below about -50%; inconclusive = mostly about -30% to -49%;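 also: -100% = wells without enzyme as full effect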
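In this quantitative HTS, ADP production by PI4K2A was quantified luminescently after 1 h at ambient temperature; 100 microM adenosine served as plate-quality control.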
ALOX12 inh = Primary qHTS assay for inhibitors of human arachidonate 12S-lipoxygenase (ALOX12): Round 2 | 580,000 compounds, 1.1% hits | AID 1671190, 2021 | Polyunsaturated fatty acid lipoxygenase ALOX12 (Homo sapiens), P18054 | Potency, µM (titrated, usually from 108 µM), without a hit: at the highest dose activity change, negative = inhibition, hits mostly inhibitors | purified 12hLO, xylenol orange hydroperoxide absorbance; also: potency is read from the fitted curve at half-maximal effect; % is scaled to controls: 0 for no effect and ±100 for the full control effect
Target sequence (P18054 whole entry, looked up): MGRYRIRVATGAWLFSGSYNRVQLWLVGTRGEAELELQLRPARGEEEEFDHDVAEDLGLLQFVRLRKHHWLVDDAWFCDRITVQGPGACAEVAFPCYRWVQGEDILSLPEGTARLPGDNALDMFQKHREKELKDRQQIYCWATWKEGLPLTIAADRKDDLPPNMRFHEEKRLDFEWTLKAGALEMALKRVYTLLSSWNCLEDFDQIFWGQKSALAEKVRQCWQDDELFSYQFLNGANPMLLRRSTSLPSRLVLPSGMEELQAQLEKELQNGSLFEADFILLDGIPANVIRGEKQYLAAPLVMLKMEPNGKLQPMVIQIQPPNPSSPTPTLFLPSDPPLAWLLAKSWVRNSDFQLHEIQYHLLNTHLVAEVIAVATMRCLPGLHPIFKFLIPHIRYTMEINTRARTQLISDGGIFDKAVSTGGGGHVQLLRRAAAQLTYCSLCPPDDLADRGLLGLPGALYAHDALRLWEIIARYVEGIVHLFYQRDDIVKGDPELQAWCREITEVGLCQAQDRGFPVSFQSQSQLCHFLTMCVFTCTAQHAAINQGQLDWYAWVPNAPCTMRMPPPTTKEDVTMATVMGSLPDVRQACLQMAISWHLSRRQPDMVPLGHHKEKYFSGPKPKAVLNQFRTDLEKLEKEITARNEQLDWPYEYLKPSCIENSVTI
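Hydroperoxide product was detected by ferrous iron/xylenol orange as the 573 to 405 nm absorbance ratio. Arachidonic acid at 40 uM (final) was turned over for 30 min at room temperature by 150 nM human 12hLO, pH 7.0 Hepes buffer, after 15 min compound preincubation.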
Active calls of the source: *; ? = inconclusive; / = no result given; & = joins results of further samples; [ ] = remark or other dose. Unless noted, calls follow the shape of the dose curve; as a rule, active = well fitted curve in the direction sought with a large enough effect; inconclusive = small, poorly fitted or top-dose-only effect, or another doubt; inactive = no such curve, though single readings can be large; an effect the other way counts as inactive or inconclusive. Some of the compounds tested, so the mix of outcomes need not match the whole.

[1] COc1ccccc1N(CC(=O)NCc1cccnc1)S(C)(=O)=O
[2] CSC1=NCCN1S(=O)(=O)c1ccc(NC(C)=O)cc1
[3] C=C(C)CN(CC)CCC(=O)Nc1ccc(OC)cc1OC
[4] CCOC(=O)c1c(N2C(=O)Nc3ccccc3N2O)sc2c1CCCC2
[5] CCOC(=O)N1CCc2c(sc3c2c(=O)n(CCc2ccccc2)c(=O)n3CC(=O)Nc2ccc(C)cc2)C1
[6] Cc1nn(CC(=O)N2CCCCC2)c(=O)c2cc3occc3n12
[7] COC(=O)[C@@H]1C[C@@]2(O)[C@H](O)[C@H](O)[C@H](O)C[C@H]2N1C/C=C/c1ccccc1
[8] CC(=O)c1ccc(NC(=O)C2CCCN(C(=O)c3ccc(Cl)cc3)C2)cc1 (stereo not drawn)
[9] CSCCC(NC(=O)c1ccco1)C(=O)N(C)CC(=O)Nc1c(Cl)cccc1Cl (stereo not drawn)
[10] COc1ccccc1N(CC(=O)NCCSCc1cccc(Cl)c1)S(C)(=O)=O
Assay by compound,1,2,3,4,5,6,7,8,9,10
ERG-DNA inh,/,8%,-1%,-1%,1%,1%,-12%,-8%,6%,11%&-2%
JMJD2A Tudor inh,-11%,-3%,-25%,-7%,-2%,-4%,-13%,-7%,-11%,-21%&-8%
G9a inh,-1%,0%,?,7%[59 µM],12%[59 µM],25%[59 µM],-9%[12.7 µM],4%,24%[0.501 µM],-29%
RGS4 inhibitor,-15%,16%,30%,-6%,0%,-5%,10%,16%,6%,-14%&-8%
GLS inhibitor,9%,-3%,29%,12%,0%,-9%,2%,7%,15%,-10%&4%
HP1b chromo inh,5%,33%,25%,14%,46%[activator],69%[activator],26%,19%,11%,50%&26%[activator]
BAZ2B block,0%,-28%,-8%,0%,1%,-2%,-2%,-8%,11%,-23%&-10%
PI4K2A inh,-1,0,0,0,8,-1,0,1,-5,-1&-1
ALOX12 inh,25%,-2%,-31%,-1%,-20%,-21%,4%,-9%,-20%,7%&-17%

[11] COC(=O)CCC(=O)COc1ccc(OC)cc1C#N
[12] Cc1ccc2cc(CN(CCN(C)C)C(=S)Nc3ccccc3)c(=O)[nH]c2c1C
[13] CC(C)c1ccc(CN(C(=O)c2cccs2)C2CCS(=O)(=O)C2)cc1 (stereo not drawn)
[14] CCS(=O)(=O)N1CCc2cc(C(=O)NC(C)c3ccccc3)ccc21 (stereo not drawn)
[15] COc1cccc(N2CCN(C(=O)c3[nH]c(C)c(C(C)=O)c3C)CC2)c1
[16] COc1ccc(OC)c(C2=C/C(=C/c3ccccn3)C(=O)O2)c1
[17] C=CCNc1nc(SC)nc2ccsc12
[18] C=CCn1c(O)c(N=NC(=S)Nc2cccc(OC)c2)c2ccccc21
[19] CCn1nc(NC(=O)c2ccccn2)c2cc3cccc(C)c3nc21
[20] Cc1ccccc1-n1nc(C)c(N=O)c1N
Assay by compound,11,12,13,14,15,16,17,18,19,20
ERG-DNA inh,-2%,-3%,11%,-5%,-12%,0%,-5%,-5%,-12%,29%
JMJD2A Tudor inh,-7%,-36%,-18%,-25%,-17%,-2%,13%,?,6%[11.4 µM],-24%
G9a inh,-11%,/,2%,-50%[59 µM],-7%[2.33 µM],-49%[59 µM],27%[59 µM],28µM*,80%[activator],-29%
RGS4 inhibitor,13%,-8%,-4%,-5%,3%,-4%,-26%,-7%,17%[11.4 µM],-1%[56.9 µM]
GLS inhibitor,6%,-24%,-8%,-13%,3%,8%,7%,-18%,-11%,-12%
HP1b chromo inh,39%,-18%,13%,23%,9%,38%[activator],45%[activator],?,81%[activator],39%
BAZ2B block,11%,?,2%,-31%,?,?,-1%,7.9µM*,28%,-17%
PI4K2A inh,-8,-6,-3,7,-2,-1,0,-9,-4,2
ALOX12 inh,0%,-16%,-1%,-9%,0%,?,203%[activator],8%,398%[activator],339%[activator]

[21] COC(=O)CSc1nnc(CSc2nc(C)cc(C)n2)o1
[22] Cc1cc(C(=O)N2CCN(c3cc(Cl)ccc3C)CC2)c2c(C)nn(-c3ccccc3)c2n1
[23] O=C(NCCc1c[nH]c2ccccc12)/C(=C\c1cccnc1)NC(=O)c1ccccc1F
[24] O=C(CCc1ccccc1)N1CCN(c2ccc(F)cc2)CC1
[25] O=C(Cn1c(=O)c2sccc2n(CC(=O)Nc2ccc(Cl)cc2Cl)c1=O)NCCc1ccccc1
[26] O=C(Nc1ccccc1C(=O)NC(Cc1c[nH]c2ccccc12)C(=O)O)c1ccccc1 (stereo not drawn)
[27] N#CCSc1nnc(Nc2ccccc2)s1
[28] Nc1cc(S(=O)(=O)N2CCCCC2)ccc1N1CCOCC1
[29] O=C(C[C@H]1C/C=C\C[C@@H](Cc2ccc(F)cc2)C(=O)O[C@H](c2ccccc2)CNC1=O)NCCO
[30] COc1ccccc1C(=O)NC(CCSC)C(=O)NCC(c1ccco1)N(C)C (stereo not drawn)
Assay by compound,21,22,23,24,25,26,27,28,29,30
ERG-DNA inh,-4%,6%,11%,13%,-1%,-4%,-1%,-10%,-5%,11%
JMJD2A Tudor inh,-20%,10%,-15%,0%,-12%,-26%,2%,-9%,-12%,-13%
G9a inh,24%,0%[59 µM],2%,-28%,27%[59 µM],/,38%[12.7 µM],5%,/,-43%
RGS4 inhibitor,30%,-9%,5%,-5%,7%,4%,-39%,-5%,12%,-2%
GLS inhibitor,0%,-18%,9%,1%,2%,15%,20%,15%,7%,5%
HP1b chromo inh,20%,38%,12%,35%,23%,21%,22%,17%,14%,31%
BAZ2B block,2%,12%[57.1 µM],-14%,-15%,0%,-20%,10%,-2%,/,11%
PI4K2A inh,1,-2,-2,-1,2,-5,-7,0,1,-4
ALOX12 inh,-4%,-20%,2%,2%,-25%,-28%,10%,2%,-10%,-24%

[31] Cc1nnc(N2CCN(C(=O)NC(C)C)CC2)c2nn(-c3ccccc3)c(C)c12
[32] CCSc1nnc(NC(=O)CSc2nccn2-c2cccc(C)c2C)s1
[33] Cc1ccc(-c2nnc(N3CCN(C(=O)c4cccs4)CC3)c3ccccc23)cc1
[34] N#Cc1ccc(-c2csc(NC(=O)c3ccc(S(=O)(=O)N4CCc5ccccc5C4)cc3)n2)cc1
[35] CS(=O)(=O)c1cccc(-c2nnc(NC(=O)c3ccc4ncsc4c3)o2)c1
[36] O=C(CNC1CCCCCC1)Nc1ccccc1N1CCCCC1
[37] CCn1cc(S(=O)(=O)c2cccc(Cl)c2)c(=O)c2cc(F)c(N3CCN(c4ccccc4)CC3)cc21
[38] COc1cc(OC)cc(C(=O)N[C@H](C(=O)Nc2nnc(C3CC3)s2)C(C)C)c1
[39] CCOC(=O)[C@@H]1[C@H]2COc3cc(OC)ccc3[C@H]2N2C(=O)N(c3ccc(Cl)cc3)C(=O)[C@]12C
Assay by compound,31,32,33,34,35,36,37,38,39
ERG-DNA inh,-2%,0%,10%,/,8%,-7%,2%,-19%,0%
JMJD2A Tudor inh,-10%,25µM*,-34%,2%,?,1.4µM*,-3%,-11%,-24%
G9a inh,2%[59 µM],?,?,3%[59 µM],?,?,7%[59 µM],12%,/
RGS4 inhibitor,-17%,-2%[11.4 µM],4%,?,6%,-11%,-10%,5%,11%
GLS inhibitor,-2%,27%,20µM*,-6%,11%,26%,1%,-16%,8%
HP1b chromo inh,43%[activator],?,22%,35%,27%,?,38%,38%,22%
BAZ2B block,-13%,?,-24%,5%,4%,?,0%,-34%,/
PI4K2A inh,5,-1,6,2,-6,3,2,0,0
ALOX12 inh,-15%,136%[activator],?,-25%,-18%,?,-29%,4%,2%

In the list so far, 3 have a cyano group.
[11] COC(=O)CCC(=O)COc1ccc(OC)cc1C#N
[27] N#CCSc1nnc(Nc2ccccc2)s1
[34] N#Cc1ccc(-c2csc(NC(=O)c3ccc(S(=O)(=O)N4CCc5ccccc5C4)cc3)n2)cc1
Assay by compound,11,27,34
ERG-DNA inh,-2%,-1%,/
JMJD2A Tudor inh,-7%,2%,2%
G9a inh,-11%,38%[12.7 µM],3%[59 µM]
RGS4 inhibitor,13%,-39%,?
GLS inhibitor,6%,20%,-6%
HP1b chromo inh,39%,22%,35%
BAZ2B block,11%,10%,5%
PI4K2A inh,-8,-7,2
ALOX12 inh,0%,10%,-25%
